# SR-BI HDL uptake = mouse SR-BI HDL lipid transfer inhibition; AID 488896; ldlA[mSR-BI] CHO cells, DiI-HDL uptake fluorescence, 3 h; inhibition, % at 12.5 µM; Q61009; 320,000 tested, 0.96% active;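 active = mean replicate inhibition of at least 70% and a set share of replicates each scoring 70 or more; inconclusive = meets just one of the two criteria; inactive = fails both criteria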;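 also: 0% = median of neutral control wells and 100% = median of positive control wells; values of inactives mirror those of a sister screen read the other way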
# Target sequence (Q61009 whole entry, looked up): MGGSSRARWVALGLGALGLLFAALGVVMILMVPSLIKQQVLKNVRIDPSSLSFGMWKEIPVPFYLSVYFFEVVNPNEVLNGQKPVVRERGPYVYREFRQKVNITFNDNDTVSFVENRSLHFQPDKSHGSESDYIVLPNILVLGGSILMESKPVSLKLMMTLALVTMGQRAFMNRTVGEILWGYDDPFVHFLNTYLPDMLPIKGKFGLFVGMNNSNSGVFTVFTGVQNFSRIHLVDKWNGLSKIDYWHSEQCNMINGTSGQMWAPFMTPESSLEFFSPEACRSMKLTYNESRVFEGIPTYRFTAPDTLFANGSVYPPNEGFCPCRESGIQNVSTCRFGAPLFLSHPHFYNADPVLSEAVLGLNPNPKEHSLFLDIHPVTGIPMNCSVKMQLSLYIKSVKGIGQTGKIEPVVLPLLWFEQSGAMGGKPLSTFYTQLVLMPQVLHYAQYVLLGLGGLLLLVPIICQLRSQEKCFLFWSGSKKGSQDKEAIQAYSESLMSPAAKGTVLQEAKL
# dFosB activator = enhances mouse delta FosB homodimer DNA binding; 340,000 tested, 0.99% active; activation, % at 25 µM; purified delta FosB, TAMRA-CDK5 oligo fluorescence polarization; percent of positive-control signal above neutral wells;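 active = mean activation above about 17%, with every replicate also reaching it, limit read from the data, passing the limit was not always enough; inconclusive = only one of the two conditions met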;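 also: fluorescence polarization rise as delta FosB binds a TAMRA Cdk5 AP-1 oligo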
# Target sequence (P13346 whole entry, looked up): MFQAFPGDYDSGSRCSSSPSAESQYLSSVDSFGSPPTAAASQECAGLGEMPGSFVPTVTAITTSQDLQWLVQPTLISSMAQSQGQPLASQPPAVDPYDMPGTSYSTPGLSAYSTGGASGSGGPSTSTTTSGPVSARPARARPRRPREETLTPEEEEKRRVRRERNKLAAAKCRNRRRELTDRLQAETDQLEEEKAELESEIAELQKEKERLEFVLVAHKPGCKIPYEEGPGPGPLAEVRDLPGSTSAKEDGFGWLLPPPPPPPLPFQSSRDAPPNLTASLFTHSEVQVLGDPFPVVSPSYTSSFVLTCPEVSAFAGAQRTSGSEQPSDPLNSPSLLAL
# NSD2 inh = NSD2 (human) methyltransferase inhibition; NSD2 peptide methylation, AlphaScreen, 120 min; inhibition, % at 12.5 µM; 310,000 tested, 0.54% active; in the data active = inhibition above about 50%
# PfHsp90 set2 = reduces growth (ATP signal) of yeast expressing P. falciparum Hsp90. S. cerevisiae expressing PfHsp90, BacTiter-Glo ATP, 48 h; yeast lacking PDR1 and PDR3 efflux regulators. inhibition, % at 9.4 µM. 310,000 tested, 0.32% active. AID 504621;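 active = every replicate shows inhibition above about 80%, whatever the replicate mean, limit read from the data; inconclusive = mean inhibition reaches the set limit but some replicate falls short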;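 also: 0% = DMSO neutral controls and 100% = 20 µM radicicol positive controls; yeast relying on Plasmodium falciparum Hsp90 in place of its own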
# CAL PDZ FP-1 = inhibitors of human CAL PDZ peptide binding; inhibition, % at 20 µM; Q9HD26; AID 504414; purified CAL PDZ, TMR-peptide fluorescence polarization, 1 h; 330,000 tested, 0.02% active;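 active = highest replicate inhibition of at least 40%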;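 also: plate controls were DMSO neutral control wells for no effect and unlabeled competitor peptide control wells for full effect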
#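 Material: tagged CAL PDZ protein CerCALP, purified; buffer or medium: sodium phosphate/NaCl buffer pH 7.4 with TCEP, IgG, Thesit; also added: fluorescent TMR peptide probe; schedule: 1 h incubation at room temperature before polarization reading; technique: fluorescence polarization from S- and P-plane intensities, G-factor corrected; control set: unlabelled peptide and DMSO controls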
# Rtt109 HAT inh = C. albicans Rtt109 histone acetyltransferase inhibition; 330,000 tested, 0.16% active; purified Rtt109/Vps75, ThioGlo CoA-SH fluorescence, 4 h; Q5AAJ8; inhibition, % at 34.9 µM;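 active = inhibition of at least 50% in every replicate; inconclusive = best replicate reaches 50% inhibition but some replicates fall short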
# MITF act = activators of MITF-driven TRPM1 promoter activity in SK-MEL-5 cells | activation, % at 12.5 µM | AID 588334 | SK-MEL-5 TRPM1-promoter luciferase, 24 h; % of positive control, neutral wells = 0 | 300,000 tested, 0.75% active;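 active = mean activation of at least 80% with every replicate also reaching 80%; inconclusive = mean reaches 80% but some replicate falls short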;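 also: 0% = neutral control wells and 100% = parthenolide positive control wells; values of inactives mirror those of a sister screen read the other way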
# PvdQ inh = blocks Pseudomonas aeruginosa PvdQ acylase activity | purified PvdQ acylase, fluorescence plate reader | inhibition, % at 10 µM | 340,000 tested, 0.063% active; in the data active = inhibition above about 30%, passing the limit was not always enough; inconclusive = no clear call, values can overlap the other calls;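 also: 0% = vehicle neutral wells and 100% = reference inhibitor wells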
# CAL PDZ FP-2 = inhibitors of human CAL PDZ peptide binding; Q9HD26; purified CAL PDZ, TMR-peptide fluorescence polarization, 1 h; inhibition, % at 24.9 µM; 300,000 tested, 0.92% active; AID 602252;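 active = mean inhibition of at least 30% with at least half of replicates also reaching 30%; inconclusive = no clear call, values can overlap the other calls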;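 also: 0% = DMSO neutral control and 100% = excess unlabeled competitor peptide PRC23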
# SR-BI DiI-HDL act = activators of SR-BI mediated HDL lipid uptake. CHO ldlA[mSR-BI] cells, DiI-HDL uptake fluorescence, 3 h; 100 = double the neutral-control signal. activation, % at 12.5 µM. 320,000 tested, 0.096% active. AID 504775;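 active = mean replicate activation of at least 60% and every replicate at or above 60%; inconclusive = mean or all-replicate condition met, but not both; inactive = mean below 60% and not all replicates reaching 60%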;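 also: 0% = median plate neutral-control signal and 100% = twice that signal; values of inactives mirror those of a sister screen read the other way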
#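 Material – SR-BI-overexpressing, LDLR-lacking CHO cells · Medium – BSA-supplemented, HEPES-buffered Ham's F12, pH 7.4 · Doses – single concentration · Times – compound with DiI-HDL co-incubation, 3 h at 37 °C · Measured by – bottom-read fluorescence, 550/595 nm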
# Starred values were filed as active, the others as inactive; ? = inconclusive; nt = not tested or not shown.
smiles	SR-BI HDL uptake	dFosB activator	NSD2 inh	PfHsp90 set2	CAL PDZ FP-1	Rtt109 HAT inh	MITF act	PvdQ inh	CAL PDZ FP-2	SR-BI DiI-HDL act
CCN1CCN(CCC(=O)Nc2ccccc2C)CC1	-33.2	-1.6	-1.6	1.4	-2.8	10.0	nt	-13.8	7.4	33.2
CCOC(=O)CCNC(=O)c1ccccc1Br	-29.0	2.1	-2.0	22.6	-2.8	nt	nt	-16.9	-1.3	29.0
CC[C@]12C(=O)N(C)C[C@H]([C@@H]3C(=O)N(C)C(=O)[C@@H]31)N2C(=O)c1ccc(Cl)cc1	-23.9	-1.0	nt	5.6	-0.2	-9.8	6.2	-17.3	-4.7	23.9
COc1cccc(CNC(=O)CSc2nnc3c(n2)[nH]c2ccc(OC)cc23)c1	nt	-0.6	nt	-10.3	-2.5	-5.8	-7.7	-0.3	0.8	nt
Cc1c([N+](=O)[O-])cc(C(=O)N2CCOCC2)cc1[N+](=O)[O-]	-14.9	3.2	-0.8	-30.0	-1.6	0.2	-7.7	-10.5	-2.0	14.9
Cn1cc([N+](=O)[O-])c(C(=O)N/N=C/c2ccncc2)n1	-51.0	-1.0	-0.1	-4.5	-2.0	0.1	-7.1	-7.2	-4.4	51.0
CC1Sc2ccc(S(=O)(=O)NCCc3ccccc3)cc2NC1=O (configuration not stated)	-13.3	-8.5	4.5	13.1	-0.6	2.8	15.0	-4.1	-2.8	13.3
Cc1sc2nc(SCC(=O)N(CCO)CCO)n(C3CCCCC3)c(=O)c2c1C	-2.4	0.5	1.7	-5.7	0.8	-6.3	-11.4	-10.8	1.3	2.4
CC(C)NS(=O)(=O)c1ccc(Br)c(C(=O)OC(C)C(=O)NC2CCCCC2C)c1 (configuration not stated)	43.4	-4.6	-1.1	-15.5	-3.4	11.8	7.9	11.4	9.1	-43.4
CC(C)Cc1ccc(C#N)c(SCC(N)=O)n1	-29.2	-0.1	1.5	-48.2	-2.3	-10.0	3.8	-12.2	-1.9	29.2
O=P(O)(O)COc1ccccc1P(=O)(c1ccccc1)c1ccccc1	-28.2	1.6	-3.9	-8.2	0.8	-2.8	-0.8	-14.8	-3.7	28.2
C[C@H](NC(=O)N1CCn2c1nc1ccccc12)C(=O)NC1CC1	-8.3	-2.3	-4.1	7.0	-2.3	-0.1	-4.6	-14.3	-6.1	8.3
COc1ccccc1NS(=O)(=O)c1cccc(C(=O)NN=C2CCCC2)c1	-9.0	-1.3	28.3	-10.3	0.0	6.3	-0.9	2.6	nt	9.0
CCCc1ccc(OCC(O)CN2CCCC2)cc1 (configuration not stated)	-11.5	2.2	2.6	-26.9	-0.1	-3.5	-5.2	-14.8	nt	11.5
COc1ccc(CCNC(=O)C2CC(c3ccc(C(F)(F)F)cc3)=NO2)cc1 (configuration not stated)	-0.9	-0.1	nt	-2.8	-2.1	-7.3	4.9	-17.7	-1.6	0.9
Cc1ccc(N2CCN(S(=O)(=O)c3ccc(-n4cnnn4)cc3)CC2)c(C)c1	1.2	-7.6	-0.9	-9.7	-0.1	-1.0	-16.1	-16.5	78.7*	-1.2
COc1ccc(NC(=O)C/C(C)=N/NC(=O)c2cnccn2)cc1	0.4	-1.3	-4.5	nt	-0.9	-4.6	20.3	-3.9	2.1	-0.4
Cc1cc2oc(C(=O)NCc3ccc4c(c3)OCO4)c(C)c2cc1C	-3.2	-2.3	-0.5	16.9	-2.8	-9.0	-10.6	-2.7	-7.5	3.2
COc1ccc(N2CCN(C(=O)COC(=O)Cc3c(F)cccc3Cl)CC2)cc1	3.2	-5.5	2.8	-17.1	0.8	-7.8	-3.1	-1.2	-5.2	-3.2
CCn1c(SCC(=O)N/N=C/C=C\c2ccco2)nc2ccccc21	5.1	-4.5	1.8	-2.4	-4.3	-1.1	-3.7	-5.8	-1.8	-5.1
Cc1nn(-c2ccccc2)c(C)c1C(=O)Oc1ccccc1	32.0	-13.9	19.9	5.8	-0.9	5.4	?	-14.7	-2.2	-32.0
Cc1nnc(NC(=O)C2CCCCC2)s1	-6.6	6.4	0.5	nt	-0.2	-5.1	-9.5	-9.4	nt	6.6
CS(=O)(=O)N(CC(=O)NCC1CCCO1)c1ccc(F)c(Cl)c1 (configuration not stated)	-8.2	2.2	18.5	-4.9	-6.2	0.6	-0.3	-16.1	nt	8.2
Cc1cccc(NC(=O)CN2C(=O)NC3(CCCCCCC3)C2=O)c1C	-7.4	-4.2	0.0	-6.1	-1.6	-0.7	1.4	-3.5	3.4	7.4
COc1ccc(CNC(=O)CC23CC4CC(CC(C4)C2)C3)cc1OC	57.7	-2.3	-1.8	17.9	0.4	1.7	14.1	-6.3	1.7	-57.7
Fc1ccc(-c2csc3ncnc(N4CCc5ccccc5C4)c23)cc1	-6.0	-8.3	-1.3	-8.2	-1.2	8.1	-0.5	-8.3	nt	6.0
Oc1c(Br)cc(/C=N/n2c(-c3ccccc3)n[nH]c2=S)c(O)c1Br	-15.4	-6.0	nt	-18.0	-0.9	13.0	nt	4.9	-1.8	15.4
NC(=O)C1CCN(CCS(=O)(=O)c2ccc(Cl)cc2)CC1	-22.2	-3.9	-0.7	19.1	-0.5	13.9	nt	8.4	-2.3	22.2
Cc1ccc(OCC(=O)NCCNC(=O)c2cccnc2)cc1C	2.9	-5.3	-0.4	-9.5	-2.6	7.9	7.0	-2.9	-3.7	-2.9
CN=C(Cc1ccccc1)C1=C(O)CC(C)(C)CC1=O	-22.0	-3.2	-6.8	-6.4	-3.7	-13.2	0.4	0.9	-3.1	22.0
N/C(CC(=O)Nc1ccc(F)cc1F)=N\OC(=O)c1cccs1	3.9	3.6	-0.6	18.8	1.2	1.6	-5.8	-28.3	-0.5	-3.9
Cc1ccc(Nc2ncnc3nc[nH]c23)cc1Cl	-21.7	2.4	nt	15.5	-0.8	-7.0	nt	-45.3	nt	23.3
CCN(CC)C(=O)[C@H]1C[C@H](CC(=O)NCc2ccco2)C(=O)N2CCc3c([nH]c4cc(CCC(=O)N(C)C)ccc34)[C@]12C	8.4	-8.6	nt	1.4	1.3	14.1	4.9	-8.2	-0.6	-8.4
CCCCC[C@@H]1C=C(C(=O)O)[C@H](c2cccc(C)c2)N1S(=O)(=O)c1ccc(C)cc1	0.8	3.0	nt	-10.3	-0.5	-6.4	-2.3	-4.0	-6.9	-0.8
CCn1c(SCC(=O)N2CCc3ccccc32)nnc1-c1ccco1	7.8	-9.3	2.4	-12.4	-0.2	-5.2	-9.7	-7.9	-2.7	-7.8
O=C(OCCN=C1NS(=O)(=O)c2ccccc21)c1ccncc1	-12.5	-3.1	-1.4	nt	-0.6	-9.1	-6.5	-8.6	-5.9	12.5
COc1cccc(CNC(=O)CCCc2c[nH]c3ccccc23)c1	-38.7	3.9	1.8	10.7	-2.1	-2.9	-9.1	-11.7	-4.7	38.7
COc1cccc(-c2nc(COc3ccc(Cl)cc3Cl)no2)c1	22.1	-0.6	-2.1	2.3	0.1	-4.5	nt	-2.1	-3.1	-22.1
COC(=O)c1cc(NC(=O)Nc2ccccc2)ccc1Cl	52.1	-2.8	-1.9	-8.6	-6.0	-4.4	41.4	-6.8	-6.4	-52.1
Cc1nc(-c2ccc(C(=O)Nc3cc(S(N)(=O)=O)ccc3C)cc2)cs1	24.9	-6.2	0.7	3.0	-1.4	2.7	nt	-4.0	6.3	-24.9
CC(C)(C)OC(=O)N1CCCC(C(=O)Nc2ccc(C(=O)N3CCOCC3)cc2)C1 (configuration not stated)	-44.9	1.5	nt	10.0	-1.2	-1.7	-15.7	-11.8	1.1	44.9
COc1cc(/C=C/C(=O)c2ccc(NS(=O)(=O)c3ccc(C)cc3)cc2)ccc1OC(F)F	20.5	-2.8	2.2	23.6	-1.2	-1.4	-0.7	-5.0	-4.9	-20.5
Cc1cccnc1CCNC(=O)C1CCC(=O)N(Cc2cccc(F)c2)C1 (configuration not stated)	-7.9	-1.5	45.8	-20.7	-1.9	-7.8	10.8	-16.8	-1.8	7.9
CS(=O)(=O)c1ccc(NC(=O)CCN2C(=O)C3CCCCC3C2=O)cc1 (configuration not stated)	-5.8	-8.2	2.1	-4.0	-1.9	-7.7	-2.4	-9.6	-1.5	5.8
CN1CCN(c2nc3c(c(=O)[nH]c(=O)n3C)n2Cc2ccccc2F)CC1	-32.2	-0.7	nt	13.8	-0.6	-0.1	nt	-13.8	51.5*	32.2
CCOc1ccccc1C(=O)Nc1cc(OC)ccc1OC	78.8*	-0.7	-0.5	-3.4	0.0	12.9	10.6	-16.0	nt	-78.8
Cc1cccc(N2C(=O)c3ccc(C(=O)Nc4ccccn4)cc3C2=O)c1	-6.7	62.0*	2.7	-7.6	-0.4	-5.4	14.2	-9.1	-0.8	6.7
CCN1CCN(CCNC(=O)Cn2c(=O)c3cccn3c3ccc(F)cc32)CC1	-23.7	3.2	3.5	2.5	-1.4	1.9	-6.5	-5.9	0.7	23.7

# Full records from above.
# Cc1cccc(NC(=O)CN2C(=O)NC3(CCCCCCC3)C2=O)c1C in the list: SR-BI HDL uptake: -7.4; dFosB activator: -4.2; NSD2 inh: 0.0; PfHsp90 set2: -6.1; CAL PDZ FP-1: -1.6; Rtt109 HAT inh: -0.7; MITF act: 1.4; PvdQ inh: -3.5; CAL PDZ FP-2: 3.4; SR-BI DiI-HDL act: 7.4
# CC(C)NS(=O)(=O)c1ccc(Br)c(C(=O)OC(C)C(=O)NC2CCCCC2C)c1 (configuration not stated) in the list: SR-BI HDL uptake: 43.4; dFosB activator: -4.6; NSD2 inh: -1.1; PfHsp90 set2: -15.5; CAL PDZ FP-1: -3.4; Rtt109 HAT inh: 11.8; MITF act: 7.9; PvdQ inh: 11.4; CAL PDZ FP-2: 9.1; SR-BI DiI-HDL act: -43.4

# (next part)
smiles	SR-BI HDL uptake	dFosB activator	NSD2 inh	PfHsp90 set2	CAL PDZ FP-1	Rtt109 HAT inh	MITF act	PvdQ inh	CAL PDZ FP-2	SR-BI DiI-HDL act
Cc1cc(C)c2cc(CN(CCCO)S(=O)(=O)c3ccccc3F)c(=O)[nH]c2c1	-2.1	-13.7	7.1	7.7	-0.9	-1.1	0.6	-8.2	-2.6	2.1
Cc1ccc(N2CC(O)Cn3c2nc2c3c(=O)[nH]c(=O)n2C)cc1 (configuration not stated)	-12.4	6.4	-0.2	9.8	-0.8	8.6	nt	-13.6	-3.0	12.4
Cc1ccc(S(=O)(=O)NC(=O)NCc2ccc3c(c2)OCO3)cc1	-3.6	0.0	-0.5	68.5	-2.2	3.3	-0.1	-18.4	-2.3	nt
COc1ccc(CCNC(=S)NC(=O)c2cc(OC)c(OC)c(OC)c2)cc1OC	42.3	-4.5	0.5	-20.5	-1.8	-3.4	nt	-6.8	-4.5	-42.3

# Compound activity deposited in PubChem BioAssay by Broad Institute.
